Screens as filed in PubChem.
RSV antiviral HEp-2: RSV antiviral activity via CPE protection, HEp-2 cells, primary 10 µM value included (AID 2391); 310,000 tested, 0.13% active; CPE inhibition, % at 10 µM; hits with a dose series show IC50 in µM; HEp-2 cells, RSV-induced CPE inhibition; higher % means a stronger effect; in the data active = a potency from the dose series; note: strong numbers were not always called active
K1F lysis inhibition: protection from phage-mediated lysis, alamar blue read-out – E. coli UTI89, K1F phage, bacterial capsule biogenesis inhibitors (AID 488966); E. coli UTI89 K1F phage lysis, alamar blue, 2 h; higher % means a stronger effect; one-dose inhibition, % at 100 µM; IC50 in µM for titrated hits; 340,000 tested, 0.02% active;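 active = phage lysis inhibition, versus mean bacterial control, above a set limit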;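 note: capsule biogenesis inhibitors block K1F phage lysis so surviving cells raise fluorescence; higher fluorescence means more inhibition of phage lysis; actives were called in the ten point dose series up to 300 µM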
NS5 inhibitors: flavivirus cap methylation enzyme inhibition – biochemical, confirmation dose response, primary screen (AID 588689); Dengue-2 NS5 methyltransferase capping enzyme assay, biochemical; higher % means a stronger effect; one-dose inhibition, % at 25 µM; IC50 in µM for titrated hits; 340,000 tested, 0.3% active; in the data active = a potency from the dose series
XIAP displacement: small molecules displacing peptide from XIAP – biochemical, IAP family, fluorescence polarization (AID 1018). XIAP BIR domain, fluorescence polarization peptide displacement; higher % means a stronger effect. 200,000 tested, 0.007% active. displacement, % at 20 µM, or IC50 in µM where a hit was titrated; in the data active = displacement above about 50%; note: a part of the inactive calls stands beside numbers as strong as those of hits
CSM14.1 death rescue: protection against thapsigargin-triggered cell killing – 384-well, CSM14.1, ATP luminescence, primary screen (AID 1222); CSM14.1 thapsigargin-induced death rescue, ATP luminescence; higher % means a stronger effect; one-dose cellular ATP content (survival), % at 20 µM; EC50 in µM for titrated hits; 190,000 tested, under 10 active;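 active = EC50 below 50 µM in the dose-response confirmation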;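 note: death triggered by thapsigargin at about 15 µM added after 2 h compound pretreatment; cell ATP read after overnight thapsigargin exposure of roughly 18 to 22 hours; normalized against plate controls of thapsigargin alone and 5% DMSO vehicle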
Large T inhibition: SV40 large T antigen inhibitors, biochemical (AID 1903). SV40 large T antigen ATPase/helicase inhibition assay; higher % means a stronger effect. one-dose inhibition, % at 20 µM; IC50 in µM for titrated hits. 310,000 tested, 0.39% active; in the data active = a potency from the dose series; note: strong numbers were not always called active
Yfh1-depleted yeast: enhancers of respiration in Yfh1-depleted yeast, dose response, Friedreich's ataxia, plus single-dose screen (AID 1465); S. cerevisiae Yfh1-off respiration, WST-1 reduction, 72 h; higher fold induction means a stronger effect; 220,000 tested, 0.074% active; fold induction at 50 µM; hits with a dose series show EC50 in µM;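 active = fold induction of absorbance versus untreated yeast above a set limit, then at least 30% activation at any dose in follow-up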;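 note: activators that raise dye reduction in frataxin-depleted yeast; strong numbers were not always called active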
West Nile virus CPE: West Nile virus antiviral activity, cell-based, CPE readout (AID 1621) | 290,000 tested, 0.02% active | West Nile virus-infected cells, CPE inhibition; higher % means a stronger effect | CPE inhibition, % at 10 µM; hits with a dose series show IC50 in µM; in the data active = a potency from the dose series; note: strong numbers were not always called active
WT yeast gro inh: growth inhibition of WT yeast, mitochondrial fusion screen; AID 1362; inhibition, % at 10 µM; 190,000 tested, 2.1% active; mitochondrial fusion phenotypic screen, WT strain; in the data active = inhibition above about 58%; tested in S. cerevisiae
WT yeast gro inh mutant strain: further read-out of WT yeast gro inh, marked with its call; inhibition, %; mitochondrial fusion phenotypic screen, mutant strain inhibition
The depositor's hits bear a star; i = inactive; . = no result given; [ ] = dose if it differs, or a comment.

SMILES	RSV antiviral HEp-2	K1F lysis inhibition	NS5 inhibitors	XIAP displacement	CSM14.1 death rescue	Large T inhibition	Yfh1-depleted yeast	West Nile virus CPE	WT yeast gro inh	WT yeast gro inh mutant strain
CCOc1ccc(N=C2NC(=O)C(CC(=O)Nc3ccc(OC)cc3)S2)cc1 (stereo not drawn)	1.9%	0.7%	-9.0%	-4.5%	0.6%	20.6%	i	-0.4%	-4.3	6.8
O=C(COc1ccccc1Cl)N1CCN(C(=O)c2ccco2)CC1	1.5%	0.0%	-2.6%	.	.	2.3%	.	0.1%	.	.
Cc1cc(S(=O)(=O)N(Cc2ccc3c(c2)OCO3)CC2CCCO2)ccc1-n1cnnn1 (stereo not drawn)	4.4%	0.0%[50 µM]	.	-4.5%	-0.6%	-10.5%	i	0.1%	-15.3	-16.8
COc1ccc2c(c1)[nH]c1c(=O)n(CCC3=CCCCC3)cnc12	2.5%	0.9%	4.8%	-3.2%	-0.1%	9.6%	i	-0.1%	-33.4	-8.1
Cc1c(OC(C)C(=O)NCc2ccncc2)ccc2c3c(c(=O)oc12)CCCC3 (stereo not drawn)	5.4%	0.0%	-8.0%	.	.	3.9%	.	0.4%	.	.
COc1ccc(CNC(=O)c2cc3c(=O)n4cccc(C)c4nc3n(CC3CCCO3)c2=N)cc1 (stereo not drawn)	0.2%	-0.5%	-0.9%	.	.	-3.4%	.	-0.6%	.	.
CN(C)CCCNC(=O)c1cc(C(=O)c2c(Cl)cccc2Cl)c[nH]1	-2.8%	0.2%	-6.1%	.	.	3.3%	.	-0.5%	.	.
CCc1nc(SCC(=O)NCC2CCCO2)c2oc3ccccc3c2n1 (stereo not drawn)	4.2%	0.5%	-4.1%	-0.7%	-1.4%	18.2%	i	-0.4%	-4.5	13.8
COc1ccc(OC)c(-n2c(SCC(C)=O)nnc2-c2cccc(S(=O)(=O)N(C)C)c2)c1	0.8%	-0.2%	0.8%	-5.1%	-1.0%	3.4%	i	-0.4%	3.8	17.0
COc1ccc(NS(=O)(=O)c2ccc3c(c2)oc(=O)n3C)c(OC)c1	-0.3%	0.3%	-0.7%	-3.5%	0.8%	7.5%	i	-0.4%	10.5	-7.6
CCOC(=O)C1=C(N)Oc2cc(C)n(C)c(=O)c2C1c1ccncc1 (stereo not drawn)	1.5%	3.3%	-6.5%	2.0%	-2.7%	11.7%	i	2.0%	-5.1	-5.3
O=C(NCCCO)/C(=C\c1cn(-c2ccccc2)nc1-c1cccnc1)NC(=O)c1ccccc1	2.1%	-0.4%	3.6%	-0.8%	-0.7%	-3.7%	i	0.9%	-9.3	-7.7
O=C(Cc1cccs1)NCc1cn2ccccc2n1	1.5%	0.6%	0.0%	-4.4%	1.2%	5.3%	.	.	-7.1	-2.4
Cc1nn(C)c(C)c1NS(=O)(=O)c1cccc(Br)c1	18.5%	1.1%[50 µM]	2.9%	.	.	5.6%	.	.	.	.
Cc1cc(OCC(=O)c2ccc(C(F)(F)F)cc2)n2cnnc2n1	0.0%	-1.9%	-2.3%	.	.	3.4%	i	0.1%	.	.
O=C(CSc1ncnc2c1oc1ccccc12)Nc1ccccc1C(F)(F)F	1.6%	-0.1%	-5.5%	-3.0%	.	1.9%	i	0.3%	8.0	-23.6
COc1cc(NC(=O)c2nccnc2C(=O)O)cc(OC)c1	1.9%	0.8%	0.0%	-0.6%	1.5%	-1.5%	i	0.2%	14.5	10.2
CCc1ccc(S(=O)(=O)Nc2nccs2)cc1	1.5%	0.4%	5.2%	.	.	7.0%	.	-0.1%	.	.
COc1cccc(OCc2cc(C(=O)NCc3ccccn3)no2)c1	0.8%	0.0%	2.0%	.	.	22.8%	.	-0.1%	.	.
Cc1c(CNC2CCCC(C)C2C)c(C(=O)O)c(C)n1Cc1ccccc1 (stereo not drawn)	1.5%	3.9%	-2.2%	-6.1%	-1.8%	10.8%	i	0.2%	-7.7	-19.3

Profiles, looked up by structure. Order of values: RSV antiviral HEp-2	K1F lysis inhibition	NS5 inhibitors	XIAP displacement	CSM14.1 death rescue	Large T inhibition	Yfh1-depleted yeast	West Nile virus CPE	WT yeast gro inh	WT yeast gro inh mutant strain
COc1cc(NC(=O)c2nccnc2C(=O)O)cc(OC)c1 in the list: 1.9%	0.8%	0.0%	-0.6%	1.5%	-1.5%	i	0.2%	14.5	10.2
O=C(COc1ccccc1Cl)N1CCN(C(=O)c2ccco2)CC1 in the list: 1.5%	0.0%	-2.6%	.	.	2.3%	.	0.1%	.	.

The results go on:
SMILES	RSV antiviral HEp-2	K1F lysis inhibition	NS5 inhibitors	XIAP displacement	CSM14.1 death rescue	Large T inhibition	Yfh1-depleted yeast	West Nile virus CPE	WT yeast gro inh	WT yeast gro inh mutant strain
C=CCNc1scc(-c2ccccc2)[n+]1CC=C	-1.4%	0.3%	-3.1%	-4.8%	1.8%	9.8%	i	-0.1%	2.6	-0.1
COC(=O)C(=NNc1c(C)n(C)n(-c2ccccc2)c1=O)C(=O)OC	1.6%	4.8%	-1.4%	-5.5%	-2.9%	10.7%	i	1.5%	2.9	3.0
COc1cccc(CNC(=S)Nc2cc(OC)ccc2OC)c1	-0.4%	3.3%	0.8%	-3.9%	0.1%	1.9%	i	-0.6%	8.1	23.9
Cc1csc(NC(=O)CSc2nccn2C)n1	0.8%	1.5%[50 µM]	1.9%	.	.	15.7%	.	-0.2%	.	.
COc1cc(-c2nnc(CSc3nnc(N)s3)o2)cc(OC)c1OC	0.3%	0.0%	-3.7%	-4.6%	15.6%	6.0%	i	0.7%	0.8	-8.8
O=C(NNS(=O)(=O)c1ccc(F)cc1F)C1Cc2c(ccc3ccccc23)O1 (stereo not drawn)	0.4%	-0.5%	-9.0%	-4.8%	-2.4%	5.0%	i	-1.3%	6.1	10.1
O=C(CC1C(=O)NCCN1Cc1ccc(Cl)c(F)c1)NC1CCC1 (stereo not drawn)	4.6%	-8.2%	-2.7%	.	.	19.9%	.	0.7%	.	.
Cc1ccc(CNC(=O)C2CCCN(S(=O)(=O)c3c(C)[nH]c(=O)[nH]c3=O)C2)cc1 (stereo not drawn)	0.7%	0.5%[50 µM]	0.6%	-9.5%	-3.9%	5.6%	i	0.8%	-7.4	-0.6
CC(=O)C1C(c2ccc(C)cc2)c2c(n[nH]c2C)CC1(C)O (stereo not drawn)	0.3%	0.5%	-4.3%	-4.1%	0.0%	0.7%	i	-0.2%	6.5	5.0
CCC(C(=O)NCc1ccccc1OC)n1nc(C)n2c(cc3occc32)c1=O (stereo not drawn)	2.3%	0.8%	2.5%	-5.6%	0.4%	5.2%	i	-0.2%	-4.1	1.7
C/C(=N/N1CCN(c2ccccn2)CC1)c1ccc([N+](=O)[O-])cc1	2.5%	-0.1%	-6.1%	-3.7%	1.0%	3.7%	i	0.2%	-8.2	-36.2
O=C(CCCn1c(=S)[nH]c2cc3c(cc2c1=O)OCO3)N1CCN(C2CCCCC2)CC1	-1.5%	-0.1%	-8.1%	2.0%	0.4%	7.2%	i	-0.2%	-9.2	-6.3
CCCNC(=O)CN1CCC(c2nc3ccccc3[nH]2)CC1	0.1%	0.0%	-6.4%	.	.	7.2%	.	-0.2%	.	.
C[C@@H]1CC[C@@]2(O[C@@H](CCO)C[C@@H](O)[C@@H]2O)O1	1.6%	0.5%	-3.8%	.	.	8.4%	i	-0.2%	.	.
CCCCn1c(SCC(=O)Nc2cc(C)on2)nc2c1c(=O)n(C)c(=O)n2C	0.9%	5.9%	-7.3%	-0.9%	-3.8%	9.5%	i	.	6.9	-10.7
Cc1ccsc1/C=N/NC(=O)C(O)c1ccccc1 (stereo not drawn)	1.7%	0.0%	-2.0%	.	.	23.2%	.	-0.2%	.	.
O=C(CN1C(=O)c2ccccc2S1(=O)=O)N1CCc2ccccc21	2.2%	1.4%	2.9%	-6.2%	-2.3%	7.6%	i	0.1%	-9.4	-15.6
COc1cc(Nc2c3c(nc4ccccc24)CCC3)cc(OC)c1OC	1.6%	0.1%	0.0%	.	.	11.0%	.	-2.1%	.	.
CCOc1ccc(/C=N/Nc2nncc(-c3ccccc3)n2)cc1OC	-0.2%	-0.7%	-5.4%	-4.3%	-1.2%	8.2%	i	-0.3%	-8.7	-5.5
Cc1[nH]c(=O)nc(SCc2ccc(Cl)c(Cl)c2)c1C#N	3.0%	0.1%	-5.8%	.	.	0.2%	.	-0.1%	.	.
O=C(Nc1ccc(F)c(F)c1)C1=COCCO1	-0.6%	0.8%[50 µM]	-2.2%	.	.	1.3%	.	.	.	.
COCCSc1nnc(NS(=O)(=O)c2ccc(F)cc2)s1	-0.6%	0.8%	-5.8%	16.5%	0.0%	0.6%	i	-0.4%	-0.7	0.4
CN1/C(=C\C=C(/C#N)C(=O)Nc2ccccc2F)C(C)(C)c2ccccc21	-0.6%	i	.	-6.2%	3.6%	7.3%	i	-0.1%	-10.3	15.7
COc1cccc(NC(=O)Cn2c(=O)oc3cc(S(=O)(=O)N4CCCC4)ccc32)c1	0.5%	0.4%[50 µM]	-10.3%	.	.	-0.9%	i	0.2%	.	.
O=S(=O)(CCc1ccccc1)N1CCOCC1	2.2%	1.4%	-1.1%	-1.4%	-0.8%	4.9%	i	0.0%	3.4	2.1
CCN1CC(CN(C)Cc2cn(-c3ccc(C)cc3)nc2-c2cccc(C)c2)CC1=O (stereo not drawn)	2.1%	0.2%	-11.0%	-5.7%	9.2%	5.5%	i	-0.7%	15.8	7.4
CCc1cccc(C)c1NC(=O)CSc1nnc(Cc2csc(C)n2)o1	0.6%	1.5%[50 µM]	0.7%	.	.	1.0%	.	.	.	.
COc1ccc(C2CC(c3cc(OC)ccc3OC)n3nnnc3N2)cc1 (stereo not drawn)	1.9%	1.2%	-7.1%	-1.5%	0.4%	-1.1%	i	-0.3%	10.2	2.5
COC(=O)c1c[nH]n2c(=O)c(C(C)C)c(C)nc12	2.2%	-0.3%	6.4%	-2.9%	-10.6%	10.5%	i	-0.3%	-4.8	-13.1
CCCCOC(=O)Nc1ccccc1C(N)=O	0.4%	0.1%	-2.0%	-1.5%	-0.4%	0.0%	i	0.4%	11.6	1.6
O=C(O)c1cc2ccccc2n1-c1ccccc1	3.0%	1.8%	-2.4%	-5.0%	-1.4%	5.2%	i	0.6%	-24.5	7.4
CCCCn1c(SCC(=O)Nc2cc(C)on2)nc2ccccc2c1=O	0.6%	-0.4%	2.7%	12.6%	-2.3%	0.6%	i	0.6%	1.1	-2.7
O=C(Nc1ccc(O)cc1C(=O)O)c1ccc2c(c1)C(=O)N(Cc1ccco1)C2=O	-0.1%	-0.1%	-4.9%	-3.4%	-1.6%	8.8%	i	0.1%	-0.7	23.3
CCCOc1ccc(C(=O)Nc2ccc(S(=O)(=O)N3CCN(C)CC3)cc2)cc1	0.0%	0.1%	1.5%	.	.	7.4%	.	-1.2%	.	.
COc1ccc(NC(=S)NC(=O)c2ccccc2Cl)cc1	0.7%	-0.2%	-5.3%	-3.3%	-2.4%	9.6%	i	0.0%	-4.5	3.9
CCOC(=O)C1(CCOc2ccccc2)CCN(Cc2ccc(COC)o2)CC1	0.5%	0.3%	0.0%	-1.6%	0.0%	11.7%	i	-0.6%	-0.2	-2.8
COc1cccc(OC)c1C(=O)N1CCN(Cc2cccnc2)CC1	0.1%	-0.2%	-10.3%	.	.	-1.4%	.	0.2%	.	.
CCOc1ccccc1NC(=O)c1ccc(NC(=O)c2ccco2)cc1	3.7%	2.8%	-4.9%	-5.3%	-2.6%	-103.9%	i	0.2%	16.8	3.7
